Akt phos inh = blocks phosphorylation of Akt; AID 651550; Neuro2A IGF-stimulated pAkt S473 HTRF, 20 min; stronger effect = lower value; activity change, % for hits at 50 µM; actives 0.32% (n = 360,000); in the data active = activity change below about -80%; inconclusive = mostly about -51% to -80%; also: % is scaled to controls: 0 for no effect and ±100 for the full control effect
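Neuro2A cells (4,500/well, DMEM with 0.5% FBS) were treated with compound at a single 50 µM final concentration, stimulated with 6 nM IGF for 20 min at 37 °C, and lysed. Phospho-Akt Ser473 was read by HTRF as 665/615 ratio ×10^4.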
TGFb SMAD3 inh = inhibitors of TGF-b signaling; Potency, µM (highest dose often 46.1 µM), without a hit: at the highest dose activity, negative = inhibition, most hits filed as inhibitors; HepG2 CAGA-GFP TGF-b/SMAD3 reporter, GFP fluorescence, 18 h; TGF-beta stimulated, 500 pg/mL final; AID 588855; actives 1.2% (n = 410,000); also: potency is read from the fitted curve at half-maximal effect; % is scaled to controls: 0 for no effect and ±100 for the full control effect; nearly all actives have a fitted effect of over 65% in size
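Cell-based qHTS in HEPG2 carrying a CAGA-GFP Smad reporter; compounds added before 500 pg/mL final TGF-beta, 18 h incubation at 37 degrees C, GFP fluorescence quantified per cell by imaging cytometry.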
A549 viability = kills or reduces viability of A549 cells in Nrf2 counter-screen; A549 ARE-Fluc cells, CellTiter-Fluor viability, 18-24 h; Potency, µM (top dose mostly 46 µM), without a hit: at the top dose activity change, negative = cytotoxicity, most hits filed as inhibitors; actives 0.16% (n = 390,000); AID 504648; also: potency is read from the fitted curve at half-maximal effect; % is scaled to controls: 0 for no effect and ±100 for the full control effect
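A549 ARE_Fluc cells in 5% FBS OPTI-MEM were exposed to compounds in concentration-response for 18-24 h at 37 deg C. Viability was read by CellTiter-Fluor fluorescence (Ex 405/Em 525) after 30 min, before the luciferase read.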
HepG2 tox = counter-screen for TGF-b inhibitors: cytotoxicity in HepG2 cells; AID 588856; Potency, µM (series often up to 46.1 µM), without a hit: top-dose activity change, negative = cytotoxicity, hits mostly cytotoxic; HepG2 CAGA-GFP viability, ATP luminescence, 18 h; actives 0.76% (n = 410,000); also: potency is read from the fitted curve at half-maximal effect; some results filed as inactive show a strong effect at the top dose
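CellTiter-Glo luminescence gave cytotoxicity after 18 hours at 37 degrees C. The cells were HepG2 CAGA-GFP in 1% FBS DMEM, stimulated with 500 pg/mL TGF-beta after compound addition. %Activity was normalised to no-cell wells (complete cell-killing) and DMSO (no toxicity), and curves were fitted and classified.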
Nrf2 inh = Nrf2 pathway inhibition; actives 2.1% (n = 360,000); A549 ARE-Fluc reporter, luciferase luminescence, 18-24 h; Potency, µM (highest dose often 46 µM), for inactives: top-dose activity change, negative = inhibition, most hits filed as inhibitors; also: potency is read from the fitted curve at half-maximal effect; % is scaled to controls: 0 for no effect and ±100 for the full control effect; nearly all actives have a fitted effect of over 60% in size
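Reporter: ARE-Fluc in A549. Exposure: 18-24 h, 37 °C, 5% CO2, 5% FBS OPTI-MEM. Readouts: fluorescent cytotoxicity (CellTiter-Fluor), then luminescent Nrf2 signal after BugLite.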
Abeta yeast res = A-beta toxicity reversal in yeast | AID 1347071 | yeast expressing A-beta42, growth rescue, OD600, 48 h; response scale: 0% DMSO, 100% iron-clioquinol control | Potency, µM (series often up to 46.1 µM), inactives show at the top dose growth rescue, most hits filed as activators | actives 0.063% (n = 410,000); also: potency is read from the fitted curve at half-maximal effect; nearly all actives have a fitted effect of over 55% in size
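Yeast growth medium received pinned compounds, then yeast cells expressing toxic A-beta were added; plates incubated at 30 C for 48 hr. Growth read as absorbance at 600 nm, normalized to DMSO and equimolar FeCl3 plus clioquinol controls.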
Mm-Cpn inhibitor = inhibitors of Methanococcus maripaludis chaperonin (MmCpn). Potency, µM (top dose mostly 76.9 µM), without a hit: at the top dose activity, negative = inhibition, most hits filed as inhibitors. actives 0.031% (n = 330,000). purified Mm-Cpn ATPase, ADP Transcreener TR-FRET; also: potency is read from the fitted curve at half-maximal effect; % is scaled to controls: 0 for no effect and ±100 for the full control effect; nearly all actives have a fitted effect of over 80% in size
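Quantitative HTS used 25 nM Mm-CPN and 10 uM ATP in magnesium/KCl Tris buffer, pH 7.4, with 1 mM DTT. Hydrolysis ran 30 min at 37°C; ADP was read by HTRF.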
CCT modulator = modulators of cytosolic chaperonin (CCT/TRiC) activity. actives 0.3% (n = 360,000). purified chaperonin ATPase assay, HTRF ADP detection, 30 min. activity change, % (no concentration beside the values), hits read low; in the data active = activity change below about -30%; also: % is scaled to controls: 0 for no effect and ±100 for the full control effect
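TRiC (40 or 20 nM final, by batch activity) in 30 mM Tris pH 7.4, 100 mM KCl, 5 mM MgCl2, 1 mM DTT was treated with compound at 76 uM single dose, then 10 uM ATP, 30 min at 37 °C. ADP was read by HTRF Transcreener.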
Nrf2 ARE act = activates Nrf2 signaling | AID 624171 | Potency, µM (doses to about 46.1 µM), without a hit: at the top dose activation, hits mostly activators | AREc32 ARE-luciferase reporter (MCF7-derived line), luminescence, 24 h | actives 0.31% (n = 410,000); also: potency is read from the fitted curve at half-maximal effect; % of control where 0% means no effect; nearly all actives have a fitted effect of over 65% in size
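Nrf2 activation is followed as ARE-luciferase induction in the AREc32 line after one day of compound treatment; luminescence is read with Steady-Glo.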
* = called active by the depositor; i = inactive; ? = inconclusive; . = no result given; [ ] = another dose, or the depositor's remark. Unless noted, calls follow the shape of the dose curve; as a rule, active = well fitted curve in the direction sought with a large enough effect; inconclusive = small, poorly fitted or top-dose-only effect, or another doubt; inactive = no such curve, though single readings can be large; an effect the other way counts as inactive or inconclusive.

mol	TGFb SMAD3 inh	CCT modulator	Nrf2 inh	A549 viability	Mm-Cpn inhibitor	Abeta yeast res	Akt phos inh	HepG2 tox	Nrf2 ARE act
COc1ccc(N(CC(=O)Nc2ccc(S(=O)(=O)N3CCOCC3)cc2)S(=O)(=O)c2ccccc2)cc1	-5%	0.2	.	10%	-1%	24%	i	0%	0.2%
O=C(COC(=O)Cc1ccsc1)Nc1ccc(F)cc1Cl	2%	1.3	15%	-3%	2%	-4%	i	0%	-0.5%
COc1cc2c(cc1OC)n(CC(=O)c1ccc(C)cc1)c(=O)n1nc(CCn3nc(C)cc3C)nc21	8%	.	.	-6%	.	-13%	.	-10%	0.0%
S=C(Nc1ccc(Cl)cc1)NC1CCCCC1	?	0.3	-1%	-1%	-1%	?	i	-45%	0.5%
COc1cc(N(C(=O)Cc2cccs2)C(C(=O)NC2CCCCC2)c2cccc(OC)c2OC)ccc1-n1cnnn1 (stereo not given)	-10%	-0.3	-23%	-11%	0%	-10%	i	-9%	-0.3%
CC(C)(C)N(Cc1ccccc1)C(=O)COC(=O)Cn1cnc2ccccc2c1=O	1%	0.1	.	-6%	-6%	9%	i	-15%	-0.9%
O=C(O)c1cccc(S(=O)(=O)Nc2ccccc2Oc2ccccc2)c1	1%	-1.4	.	.	.	8%	i	-17%	-0.4%
CCc1ccc(NC(=O)C(=O)NCCc2csc(-c3ccc(C(F)(F)F)cc3)n2)cc1	?	.	.	3%	.	-5%	.	-1%	3.5%
CN(C(=O)c1ccc(NC(=O)Cc2cccc(NC(=O)C3CCCN(C(=O)C4CCC4)C3)c2)cc1)C1CC1 (stereo not given)	8%	-0.2	-8%	8%	.	-5%	i	-4%	0.7%
Cc1ccc(S(=O)(=O)N2CCN(c3ncnc4c3cnn4-c3ccccc3)CC2)cc1	-1%	-1.5	-9%	5%	-1%	-11%	i	2%	-0.4%
COc1ccc(CCNC(=O)c2cnn3ccccc23)c(OC)c1OC	8%	0.2	5%	0%	1%	?	i	5%	-1.0%
CCOc1ccccc1C(=O)NCC(=O)O	32%[activator]	-0.3	2%	12%	-1%	-9%	i	-6%	0.3%
c1ccc(-c2cc(-c3nnc4n3N=C(c3ccc5ccccc5c3)CS4)[nH]n2)cc1	?	-1.9	?	?	-1%	-5%	i	-66%	-1.5%
O=C(O)Cn1cc(C(=O)c2ccco2)c2ccccc21	1%	-3.2	-1%	-1%	2%	16%	i	-15%	-0.4%
Cc1ccc(NC(=O)CSc2nc(=O)n(CCN(C)C)c3c2CCCC3)c(C)c1	16%	0.2	7%	-10%	-1%	-9%	i	-4%	1.1%
CCOC(=O)c1[nH]c(C)c(CCC(=O)Nc2cc(Cl)c(OC)cc2OC)c1C	-19%	.	.	14%	.	-9%	.	-15%	3.9%
COc1ccccc1N1CCN(CCCNC(=O)C2CCCN(c3ncnc4c3nc3n4CCCCC3)C2)CC1 (stereo not given)	?	-0.9	?	-2%	-6%	-12%	.	-22%	0.2%
Cc1c(NC2=CC(=O)CC(C)(C)C2)c(=O)n(-c2ccccc2)n1C	9%	2.9	14%	-2%	0%	-19%	i	-27%	0.2%
Cc1cc([N+](=O)[O-])cc2c1-c1ncccc1C2=Nc1ccccc1	0%	-0.4	-2%	2%	-1%	10%	i	-15%	0.2%
Cc1ccc(NC(=O)c2c(NC(=O)c3ccco3)sc3c2CCC(C(C)(C)C)C3)c(C)c1 (stereo not given)	0%	.	10%	3%	.	-22%	.	-31%	0.4%
O=C(Nc1ccn(CCCNCc2ccccn2)c(=O)n1)OCc1ccccc1	5%	1.9	-6%	0%	.	3%	i	0%	-0.7%
O=C1CNC(=O)/C(=C/c2cccs2)N1	8%	-6.9	4%	-13%	0%	-15%	i	8%	6.8%
COC(=O)CC1Oc2ccc(Cl)cc2-n2cc(-c3ccc(C)cc3)nc21 (stereo not given)	-8%	.	-12%	22%	.	-17%	.	-10%	0.1%
O=c1c2cc([N+](=O)[O-])ccc2nc(CN2CCN(c3ccccn3)CC2)n1-c1ccccc1F	2%	-2.3	1%	0%	0%	3%	i	10%	-0.2%
NS(=O)(=O)c1ccc(CCNC(=O)c2coc3ccccc3c2=O)cc1	-4%	-2.1	-5%	-2%	0%	3%	i	-23%	0.7%
OC1(CNCc2cn[nH]c2-c2cc3ccccc3o2)CCCCC1	-15%	-0.3	-7%	-6%	-5%	-11%	i	-18%	4.9%
COc1cc(/C=N/NC(=O)c2cccc([N+](=O)[O-])c2)ccc1O	4%	1.9	-12%	10%	-1%	6%	i	-18%	5.7%
Cc1ccc(NC(=S)N2CCN(Cc3ccccc3)CC2)cc1	11%	1.0	-2%	3%	1%	-4%	i	1%	-0.2%[9.22 µM]
CCOC(=O)N1CCN(C(=O)CSc2ccc(-c3ccc(OC)c(OC)c3)nn2)CC1	3%	-6.5	-27%	3%	0%	-2%	i	3%	0.5%
CC1CCN(c2nc3c(S(=O)(=O)c4ccc(Cl)cc4)nnn3c3ccsc23)CC1	-7%	.	-25%	2%	.	2%	.	-2%	-0.2%

A few values from above:
`S=C(Nc1ccc(Cl)cc1)NC1CCCCC1` | Mm-Cpn inhibitor = -1%
`NS(=O)(=O)c1ccc(CCNC(=O)c2coc3ccccc3c2=O)cc1` | HepG2 tox = -23%

Later entries
mol	TGFb SMAD3 inh	CCT modulator	Nrf2 inh	A549 viability	Mm-Cpn inhibitor	Abeta yeast res	Akt phos inh	HepG2 tox	Nrf2 ARE act
O=C(CN(C(=O)CCC(=O)Nc1nccs1)c1cccc(C(F)(F)F)c1)NCC1CCCO1 (stereo not given)	5%	-2.1	?	4%	2%	1%	i	-4%	-0.7%
O=C(CSCc1ccc(Cl)cc1)N1CCOCC1	8%	-0.1	?	3%	-3%	16%	i	3%	0.2%
CC(C)(C)c1ccc(C(=O)NCC(=O)N/N=C/c2cccs2)cc1	25%	-2.3	-17%	0%	0%	.	i	40%	2.3%
COc1ccc2nc(/N=C/c3c(C)[nH]n(-c4ccc(C)cc4)c3=O)sc2c1	-23%	-3.7	?	1%	-1%	1%	i	8.9µM*	7.5%
O=C(COC(=O)C1CCC1)Nc1ccccc1Sc1ccccc1	-3%	0.3	14%	4%	2%	0%	i	2%	-0.7%
CCn1c(CNc2ccccc2Cl)nnc1SCCN1CCCCC1	6%	-0.2	21%	?	-2%	-5%	i	-23%	-0.1%
COc1ccc(CCNC(=O)CCNC(=O)c2ccc([N+](=O)[O-])cc2)cc1	0%	-0.1	-2%	0%	0%	2%	i	1%	-0.5%
CC(=O)c1cccc(NC(=O)c2nc(-c3ccc(C)cc3)n3c2CCCCC3)c1	-4%	.	19%	7%	.	-17%	.	-11%	-0.6%
O=C(CSc1nc2sc3c(c2c(=O)[nH]1)CCCC3)Nc1ccccc1F	-5%	.	.	8%	.	-6%	.	-1%	-0.7%
Oc1ccc(N=Nc2ccccc2)cc1	-9%	-1.3	-11%	-3%	1%	-37%[inhibitor]	i	-20%	7.6%
COc1ccc(N/C=C(\C#N)S(=O)(=O)c2ccc(Cl)cc2)c(OC)c1	-6%	-2.3	-25%	0%	2%	-9%	i	-3%	0.0%
OC[C@@H]1CN(Cc2cccs2)C[C@H](n2cnc3c(NCc4ccncc4)ncnc32)O1	-1%	0.5	.	.	.	-11%	i	-26%	-1.0%
O=C(Nc1cccc2ccccc12)N(CCO)C1CCS(=O)(=O)C1 (stereo not given)	-12%	-0.3	-15%	4%	-1%	-17%	i	1%	1.9%
O=C(Nc1ccc2c(c1)OCO2)N1CCN(Cc2ccco2)CC1	16%	-3.4	16µM*	6%	1%	-2%	i	-2%	0.0%
Clc1cccc(Cc2c(-c3ccco3)nc3ccc(Cl)cn23)c1	18µM*	1.4	.	.	.	-80%[inhibitor]	i	-113%	?
COc1ccccc1C1C(C(N)=O)=C(C)Nc2ncnn21 (stereo not given)	-2%	-2.0	-9%	-6%	-1%	12%	i	-4%	0.0%
Cc1cccc2cc(C(c3nnnn3Cc3ccc4c(c3)OCO4)N3CCCC3)c(=O)[nH]c12 (stereo not given)	-7%	0.2	.	-4%	-4%	17%	i	4%	0.1%
O=C(COC(=O)CCC1CCCC1)Nc1nc2c(F)c(F)c(F)cc2s1	-4%	2.6	-14%	2%	-2%	-3%	i	4%	-0.4%
CC(=O)COC(=O)c1ccc2noc(-c3ccccc3)c2c1	1%	-0.8	?	-3%	1%	-12%	i	7%	5.4%
CCN1CCN(c2cc(C)c3cc(NC(=O)CCC(=O)Nc4ccc(OC)cc4OC)ccc3n2)CC1	-2%	-0.8	5%	-20%	2%	-2%	i	-20%	0.1%
COc1ccccc1[C@@H]1C(c2cccc(C)c2)=NN(c2ccc(Br)cc2)[C@H]1C(=O)N1CCOC1=O	-14%	1.2	-2%	-2%	-23%	2%	i	-1%	-0.9%

Gathered by group, the entries above containing a CF3 group.
mol	TGFb SMAD3 inh	CCT modulator	Nrf2 inh	A549 viability	Mm-Cpn inhibitor	Abeta yeast res	Akt phos inh	HepG2 tox	Nrf2 ARE act
CCc1ccc(NC(=O)C(=O)NCCc2csc(-c3ccc(C(F)(F)F)cc3)n2)cc1	?	.	.	3%	.	-5%	.	-1%	3.5%
O=C(CN(C(=O)CCC(=O)Nc1nccs1)c1cccc(C(F)(F)F)c1)NCC1CCCO1 (stereo not given)	5%	-2.1	?	4%	2%	1%	i	-4%	-0.7%

Source: PubChem BioAssay
